From PubChem BioAssay
A-T KAP1 phos: candidate therapy for ataxia-telangiectasia; […] A-T fibroblasts, KAP-1 phosphorylation AlphaLISA; neocarzinostatin DNA damage 30 min before lysis; AID 485349; hit rate 0.19% among 320,000; Potency, µM (top dose mostly 57.5 µM), without a hit: top-dose activation, usual class: activators; note: potency is the fitted concentration of half-maximal effect; % of control where 0% means no effect; nearly all actives have a fitted effect of over 45% in size
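hTERT-immortalized A-T patient fibroblasts ([…]), 500 cells/well in OPTI-MEM, 1% FBS, got compounds for 60 min, then NCS for 30 min at 37C. Lysates were then assayed for phospho-KAP-1 by AlphaLISA (anti-pKAP1 donor, anti-KAP1 acceptor beads), 6 hr at 25C.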
Integrin act MD: activates integrin-mediated alleviation for muscular dystrophy; AID 624291; Potency, µM (highest dose often 38.3 µM), inactives show at the top dose activation, most hits filed as activators; hit rate 0.064% among 350,000; alpha7betagal myoblasts, beta-gal FDG fluorescence, 48 h;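 note: potency is the fitted concentration of half-maximal effect; 100% = response of the positive control SU9516; nearly all actives have a fitted effect of over 60% in size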
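alpha7betagal+/- myoblasts (passage 13, 250/well) treated 48 h at 37C with compounds at 1:260 dilution of DMSO stock. Lysed, then beta-galactosidase activity read as FDG fluorescence (ex 480/em 540) after 30 min, with pre-read for autofluorescence.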
p53 reactivator: restores transcriptional activity of mutant p53. H1299 p53-A138V BP100-luciferase reporter, luminescence, 24 h. Potency, µM (doses to about 92.2 µM), without a hit: at the top dose activity change, positive = activation, hits mostly activators. hit rate 0.063% among 320,000. AID 504706; note: potency is the fitted concentration of half-maximal effect; % of control where 0% means no effect; nearly all actives have a fitted effect of over 45% in size
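p53-null H1299 cells stably carrying temperature-sensitive p53-A138V and a BP100-luciferase reporter were pinned with compounds (4-point, 1:5 series) and held 24 hrs at 37 deg C. Luminescence was read 10 min after detection reagent.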
MLL CXXC-DNA inh: MLL CXXC-DNA interaction inhibition. Q03164. hit rate 0.037% among 290,000. MLL-CXXC / FITC-HOXA9 DNA fluorescence polarization. AID 2662. Potency, µM (titrated, usually from 115 µM), for inactives: at the highest dose activity change, negative = inhibition, actives largely listed as inhibitors; active = well fitted inhibition curve with a large enough effect in the polarisation, with a control signal flat, not every such curve was filed as active; inconclusive = small, poorly fitted or top-dose-only effect, or effect the other way, or a change in a side signal; inactive = no such curve, though single readings can be large or run the other way; the % refers to the polarisation; note: potency is the fitted concentration of half-maximal effect
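Steps: dispense CXXC domain solution (7 uM) → pin compounds or unlabeled HOX-A9 DNA control → 5 min ambient → add FLSN-HOX-A9 solution (50 nM) → spin → 30 min ambient → fluorescence polarization. Tris pH 7.5/NaCl/DTT/BSA buffer.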
TRPV1 ag: activates the human vanilloid receptor TRPV1. hit rate 0.19% among 320,000. activation, % at 8.33 µM. TRPV1-expressing cells, Fluo-8 calcium influx, agonist mode. Q8NER1; in the data active = activation above about 80%; inconclusive = between about 30% and that limit; note: 0% is about no effect
Target sequence (Q8NER1 whole entry, looked up): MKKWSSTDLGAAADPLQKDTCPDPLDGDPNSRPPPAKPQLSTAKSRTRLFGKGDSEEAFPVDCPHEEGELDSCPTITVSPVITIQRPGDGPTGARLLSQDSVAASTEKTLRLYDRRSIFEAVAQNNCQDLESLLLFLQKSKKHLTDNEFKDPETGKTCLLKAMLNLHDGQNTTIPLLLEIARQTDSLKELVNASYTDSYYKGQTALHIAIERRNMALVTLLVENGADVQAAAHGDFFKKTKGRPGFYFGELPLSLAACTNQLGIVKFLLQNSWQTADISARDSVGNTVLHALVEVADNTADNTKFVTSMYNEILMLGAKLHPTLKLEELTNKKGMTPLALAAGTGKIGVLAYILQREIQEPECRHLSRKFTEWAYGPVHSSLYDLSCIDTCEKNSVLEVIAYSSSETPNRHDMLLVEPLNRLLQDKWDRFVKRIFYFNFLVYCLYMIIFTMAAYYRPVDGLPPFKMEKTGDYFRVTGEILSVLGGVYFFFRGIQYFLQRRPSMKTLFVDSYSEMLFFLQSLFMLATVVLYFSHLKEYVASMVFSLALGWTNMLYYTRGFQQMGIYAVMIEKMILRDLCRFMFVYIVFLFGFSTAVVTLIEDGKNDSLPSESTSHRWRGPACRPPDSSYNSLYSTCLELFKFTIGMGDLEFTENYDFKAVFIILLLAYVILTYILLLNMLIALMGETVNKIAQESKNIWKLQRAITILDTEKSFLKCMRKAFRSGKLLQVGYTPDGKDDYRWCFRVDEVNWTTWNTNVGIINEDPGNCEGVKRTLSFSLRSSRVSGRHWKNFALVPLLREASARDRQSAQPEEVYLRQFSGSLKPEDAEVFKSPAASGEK
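Fluo-8 calcium influx in TRPV1-expressing cells, kinetic read (ex 480/em 520 nm). Compound added and read 3 min for agonist activity, followed by capsaicin at EC20 final and 2 min further read for enhancement.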
TCR act: T cell receptor activation; Potency, µM (series often up to 9.22 µM), for inactives: at the top dose activation of IL-2 secretion, actives largely listed as activators; 330,000 tested, under 10 active; primary human leukocytes, anti-CD3, IL-2 HTRF, 48 h; AID 504894; note: % of control where 0% means no effect
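Primary human leukocytes incubated 48 hr with anti-CD3 beads plus compound, without co-stimulation. Secreted IL-2 measured by HTRF (europium cryptate/d2 anti-IL-2 pair, 320 nm excitation, 665 nm emission).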
PTAP TSG101 blk: blocks PTAP/TSG101 interaction to inhibit HIV-1 budding. 340,000 tested, under 10 active. Potency, µM (doses to about 115 µM), inactives show at the highest dose activity change, negative = inhibition, actives largely listed as inhibitors. Fluorescence polarization, FITC-PTAP peptide / Tsg101 binding. AID 493005; active = well fitted inhibition curve with a large enough effect in the main read-out, with a control signal flat, not every such curve was filed as active; inconclusive = small, poorly fitted or top-dose-only effect, or effect the other way, or a change in a side signal; inactive = no such curve, though single readings can be large or run the other way; note: potency is the fitted concentration of half-maximal effect; % of control where 0% means no effect
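Fluorescence anisotropy tracks displacement of a FITC-tagged PTAP peptide (50 nM) from the Tsg101 binding domain (10 uM), following a 20 min room-temperature incubation at pH 7.5.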
ELG1 DNA repair: blocks ELG1-dependent DNA repair in HEK293T cells; Potency, µM (doses to about 46.1 µM), inactives show top-dose activity change, negative = inhibition, actives largely listed as inhibitors; AID 504467; HEK293T ELG1-luciferase reporter, luminescence, 16 h; DNA damage induced by 5-fluorouridine; hit rate 2.3% among 330,000; note: potency is the fitted concentration of half-maximal effect; % is set by controls: 0 for no effect and ±100 for the full control effect; nearly all actives have a fitted effect of over 55% in size
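Overnight (16 hr) co-exposure of 2,000 cells/well to 5-fluorouridine and compound at 37 °C preceded detection. Luciferase was quantified via ONE-Glo luminescence; loss of signal denotes inhibition.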
B2AR arrestin: recruits beta-arrestin to the human beta2-adrenergic receptor; P07550; beta-arrestin recruitment to beta2AR, cell-based reporter; Potency, µM (doses to about 46.1 µM), for inactives: top-dose activation, actives largely listed as activators; hit rate 0.02% among 330,000; AID 492947;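 note: potency is the fitted concentration of half-maximal effect; 0% = DMSO controls and full agonism = EC100 isoproterenol or metaproterenol; nearly all actives have a fitted effect of over 65% in size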
BRCA1 expr act: BRCA1 expression activation; Potency, µM (top dose mostly 46.1 µM), inactives show at the top dose activation, hits mostly activators; AID 624202; hit rate 1.1% among 380,000; MCF7-BRCA1-FFLuc reporter, luminescence, 48 h; response scale: scaled: vehicle 0%, 10 µM genistein 100%; note: potency is the fitted concentration of half-maximal effect; nearly all actives have a fitted effect of over 80% in size; some results filed as inactive show a strong effect at the top dose
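Luminescence from a BRCA1-driven firefly luciferase in MCF7 cells was read after 48 h compound exposure at 37 C. Data normalized against DMSO and a 10microM genistein activation control, then curve-fitted across the titration.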
* marks the source's active call; other numbers are inactive results; ? = inconclusive; nt = no result given; [ ] = another dose, or the depositor's remark. Unless noted, calls come from the whole dose curve; as a rule, active = well fitted curve in the direction sought with a large enough effect; inconclusive = small, poorly fitted or top-dose-only effect, or another doubt; inactive = no such curve, though single readings can be large; an effect the other way counts as inactive or inconclusive.

Order of results – A-T KAP1 phos	Integrin act MD	p53 reactivator	MLL CXXC-DNA inh	TRPV1 ag	TCR act	PTAP TSG101 blk	ELG1 DNA repair	B2AR arrestin	BRCA1 expr act
CSCCC(NC(=O)c1ccccc1Cl)C(=O)N1CCN(C(C)=O)CC1 (configuration not stated)
→ -5%	10%	4%	nt	1	9%	-2%	-6%	-0.3%	3%
CCC(=O)Nc1c(-c2ccccc2Cl)c(=O)c2ccccc2n1C
→ -6%	23%	10%	-7%	5	-9%	-1%	22%	-0.2%	-15%
COc1ccc(/C=C(\C#N)C(=O)OCC(=O)NC2CC2)cc1
→ -5%	10%	-5%	12%	5	-6%	-3%	-1%	0.4%	34%
O=S(=O)(NCc1ccco1)c1ccc2c(c1)Cc1ccccc1-2
→ nt	-37%	?	-1%	-2	-4%	5%	?	0.1%	25%
CCOC(=O)C1=NN(c2cccc(Cl)c2)C2=NC(C)=C(C(=O)OC)C(c3cccs3)N12 (configuration not stated)
→ -2%	32%	2%	8%	1	1%[46.1 µM]	1%	21µM*	0.4%	-3%[1.84 µM]
S=c1[nH]nc(C2(c3ccccc3)CCCC2)o1
→ -18%	?	0%	-10%	-2	-1%	-8%	-1%	-0.1%	-6%
CCCn1c(N)c(C(=O)CSc2nc3ncc(Cl)cc3[nH]2)c(=O)n(C)c1=O
→ 0%	12%	6%	nt	-3	15%	-5%	4%	0.0%	14%
Cc1ncoc1C(=O)N1CCCC(C(=O)Nc2cccc(-c3ccc(F)cc3)c2)C1 (configuration not stated)
→ -9%	0%	-9%	-16%	?	9%	-6%	-14%	-0.1%	-6%
COc1cc(C(F)(F)F)nc2ccc(C#CCOC(=O)Nc3ccccc3)cc12
→ -8%	18%	-1%	0%	?	5%	26%	?	-0.8%	2%
O=C(Nc1ncc(Cc2ccc(C(F)(F)F)cc2)s1)c1ccc(-c2cccc([N+](=O)[O-])c2)o1
→ 2%	-12%	-4%	13%	3	5%[46.1 µM]	-4%	21µM*	-0.1%	-42%
CCN(CC)CCNC(=O)C1CCN(S(=O)(=O)N2CCCCC2)CC1
→ -2%	28%	-2%	5%	1	-3%	-8%	14%	-0.2%	1%
COc1cc(/C=C/C(=O)c2ccc3c(c2)OCCO3)cc(OC)c1OC
→ 2%	-57%[inhibitor]	-17%	-11%	-3	2%	-4%	?	0.2%	-17%
O=C(Nc1ccccc1C(=O)O)c1ccc(Cl)c(S(=O)(=O)N2CCOCC2)c1
→ 1%	-12%	19%	-10%	-3	1%	-2%	0%	-0.2%	13%
Cc1cc(C)c[n+](-c2nc3ccccc3nc2[N-]S(=O)(=O)c2ccc(Br)s2)c1
→ 4%	30%	7%	24%	0	-8%[46.1 µM]	-11%	9%	-1.0%	-3%
CCN(CC)c1ccc2c(C)cc(=O)oc2c1
→ 32µM*	nt	-4%	nt	?	-7%	-2%	29%	0.2%	0%
CC(C)(C)c1ccc(-c2noc(-c3ccc4c(c3)CCO4)n2)cc1
→ -5%	-4%	16%	-19%	2	-4%	0%	?	-0.4%	?
CCCc1nc2ccccc2c(=O)n1CC(=O)c1ccccc1
→ 2%	0%	2%	8%	10	12%	0%	8%	-0.7%	2%
O=C(NNC(=S)NCc1ccc(Cl)cc1)c1ccc2c(c1)OCO2
→ 0%	20%	1%	24%	6	-6%	-3%	5%	-0.9%	5%
Cc1ccc(S(=O)(=O)N2CCN(C(=O)Cc3ccsc3)CC2)c(C)c1
→ 2%	24%	2%	-5%	15	5%	4%	-3%	0.4%	-32%
O=C(c1ccccn1)N1CCN(C(=O)c2ccccn2)CC1
→ 0%	21%	-1%	-1%	5	-1%	0%	27%	-0.9%	3%
CCc1cccc(C)c1NC(=O)CO/N=C(\N)CC(=O)NC1CCCCC1
→ -1%	-2%	3%	19%	-2	11%	2%	-6%	0.1%	-8%
Cc1cc(NC(=O)C(C)SCC(=O)Nc2cc(C(F)(F)F)ccc2N2CCOCC2)no1 (configuration not stated)
→ 3%	8%	-1%	nt	1	0%	-8%	-19%	-1.4%	2%
N/C(=N\C(=S)Nc1ccccc1)c1ccccc1
→ -40%	?	?	1%	0	0%	-5%	?	0.3%	?
CC(NC(=O)c1cccc(S(=O)(=O)N2CCN(C)CC2)c1)c1ccc(Cl)cc1Cl (configuration not stated)
→ -3%	-3%	-2%	nt	0	-2%	2%	-12%	-0.3%	-21%
OCCNc1nc2ccccc2[nH]1
→ -8%	9%	8%	-3%	-2	-3%	3%	2%	-0.3%	5%
CC(=O)Nc1sc2c(c1C#N)CCC(C)C2 (configuration not stated)
→ 1%	-11%	8%	6%	-4	-2%	1%	?	-1.0%	11%
COc1cc(C(=O)N2CCN(C/C=C/c3ccccc3)CC2)cc(OC)c1C
→ -10%	-22%	3%	1%	14	1%	-7%	?	0.0%	-15%
COc1ccc(-c2csc3nc(C)nc(N4CCCCC4)c23)cc1OC
→ 2%	-6%	1%	-1%	-4	-9%	-1%	?	0.0%	-53%
O=C(CNC(=O)c1ccc(Br)cc1)NCCc1nc2ccccc2[nH]1
→ -20%	7%	0%	7%	2	1%	-4%	-7%	-0.6%	-17%
CC1(C)Cc2ccccc2C(COc2ccccc2)=N1
→ 7%	0%	7%	-19%	29	2%	0%	-9%	0.1%	-22%

A few values from the results shown.
Result for CCN(CC)c1ccc2c(C)cc(=O)oc2c1 in A-T KAP1 phos: 32µM*
Result for COc1cc(/C=C/C(=O)c2ccc3c(c2)OCCO3)cc(OC)c1OC in PTAP TSG101 blk: -4%

Remaining list, next part
Order of results – A-T KAP1 phos	Integrin act MD	p53 reactivator	MLL CXXC-DNA inh	TRPV1 ag	TCR act	PTAP TSG101 blk	ELG1 DNA repair	B2AR arrestin	BRCA1 expr act
Cc1cccc(C)c1OCc1cn(CC(=O)c2ccc(O)cc2)nn1
→ nt	14%	nt	nt	nt	0%	-4%	nt	nt	6%
CCN(C(=O)Cn1cc(C(C)=O)c2ccccc21)c1ccccc1
→ -2%	33%	-3%	-8%	0	10%	-3%	9%	-0.2%	-15%
COc1ccc(/C=N/N2CCN(C)CC2)cc1O
→ -5%	20%	1%	0%	-5	8%	-2%	13%	-0.5%	-3%
Cc1ccc(C)c(OCCC(=O)NCCc2ccc(Cl)cc2)c1
→ 18%	10%	-9%	-3%	-1	5%	nt	-2%	0.1%	-2%
C/C(CC(=O)Nc1cccc(C(F)(F)F)c1)=N\NC(=O)C(=O)NCC(C)C
→ -2%	6%	-3%	7%	5	-4%	-4%	8%	-0.4%	-2%
CCOC(=O)c1c(C)nc2sccn12
→ 1%	-22%	-4%	-15%	-3	1%	-8%	3%	-0.1%	3%
O=C(CCS(=O)(=O)c1cccc2nonc12)N1CCCc2ccccc21
→ 13%	-12%	-5%	18%	15	8%	-3%	-6%	0.2%	0%
Cc1[nH]c(C)c(S(=O)(=O)NCc2ccc(Cl)cc2)c1C(=O)N1CCCC1
→ -1%	-29%	-1%	2%	-1	3%	-1%	3%	0.2%	-10%
CCCC1=C(C(=O)OCC)C(c2ccncc2)n2ncnc2N1 (configuration not stated)
→ nt	18%	2%	-8%	-4	0%	-1%	1%	-0.1%	41%
C[C@@H](C(=O)N1CCN(C(=O)OC(C)(C)C)CC1)n1cc(-c2cn([C@@H](C)C(=O)N3CCN(C(=O)OC(C)(C)C)CC3)nn2)nn1
→ 22µM*	nt	7%	2%	-6	nt	nt	11%	-0.6%	nt
OCC1(CO)COC(c2ccccc2)=N1
→ -8%	-17%	-5%	6%	-2	-3%	-4%	3%	-0.5%	2%

Filtered by structure: the compounds so far with an aryl methoxy group (6)
Order of results – A-T KAP1 phos	Integrin act MD	p53 reactivator	MLL CXXC-DNA inh	TRPV1 ag	TCR act	PTAP TSG101 blk	ELG1 DNA repair	B2AR arrestin	BRCA1 expr act
COc1ccc(/C=C(\C#N)C(=O)OCC(=O)NC2CC2)cc1
→ -5%	10%	-5%	12%	5	-6%	-3%	-1%	0.4%	34%
COc1cc(C(F)(F)F)nc2ccc(C#CCOC(=O)Nc3ccccc3)cc12
→ -8%	18%	-1%	0%	?	5%	26%	?	-0.8%	2%
COc1cc(/C=C/C(=O)c2ccc3c(c2)OCCO3)cc(OC)c1OC
→ 2%	-57%[inhibitor]	-17%	-11%	-3	2%	-4%	?	0.2%	-17%
COc1cc(C(=O)N2CCN(C/C=C/c3ccccc3)CC2)cc(OC)c1C
→ -10%	-22%	3%	1%	14	1%	-7%	?	0.0%	-15%
COc1ccc(-c2csc3nc(C)nc(N4CCCCC4)c23)cc1OC
→ 2%	-6%	1%	-1%	-4	-9%	-1%	?	0.0%	-53%
COc1ccc(/C=N/N2CCN(C)CC2)cc1O
→ -5%	20%	1%	0%	-5	8%	-2%	13%	-0.5%	-3%
